# From PubChem
# KDM5B inh = blocks human KDM5B histone demethylase activity; Q9UGL1; KDM5B demethylase, FDH-coupled NADH fluorescence (FDH is formaldehyde dehydrogenase); Potency, µM (titrated, usually from 57.7 µM), for inactives: at the top dose activity change, negative = inhibition, most hits filed as inhibitors; hit rate 2.6% among 220,000; active = well fitted inhibition curve with a large enough effect; inconclusive = small, poorly fitted or top-dose-only effect; inactive = no such curve, though single readings can be large or run the other way; note: 0% is about no effect; nearly all actives have a fitted effect of over 70% in size
#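 Measured: NADH fluorescence change, 30 min, RT. System: KDM5BΔAP 200 nM final, H3K4me3 peptide, α-KG, Fe(II), ascorbate, NAD⁺ plus FDH, pH 7.5 HEPES. Compounds: titrated, 10 min pre-incubation with enzyme.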
# Active calls of the source: *; u = inconclusive; [ ] = dose if it differs, or a comment. Potency is the fitted concentration of half-maximal effect.
SMILES,KDM5B inh
O=C(Cc1ccc(C(F)(F)F)cc1)Nc1ccc(F)cc1Cl,15%
Cc1cc2c(cc1S(=O)(=O)CCC(=O)N1CCCCC1C)OCC(=O)N2 (stereo not drawn),10%
O=C(O)COCC(=O)NC1CCN(Cc2ccccc2)CC1,26%
C/C(=N\NC(=O)c1cccs1)c1ccc(C)cc1,8%
Oc1c(C(c2ccccc2F)N2CCN(Cc3ccccc3)CC2)sc2nc(-c3ccco3)nn12 (stereo not drawn),-11%
CCCCn1c(N)c(N(CC)C(=O)c2ccccc2C(F)(F)F)c(=O)[nH]c1=O,29%
CN(Cc1cccnc1)C1CN(C(=O)CCc2nc3ccccc3s2)C1,8%
CC(=O)Nc1ccc(S(=O)(=O)N2CCC(n3c(C)nc4cccnc43)CC2)cc1,-14%
CC(=O)c1nn(-c2ccc(Cl)cc2)cc1C(=O)c1ccc(C)cc1,5%
O=C(c1ccccc1)N1CCC2(CC1)C(=O)NN=C2C1CC1,-12%[86.2 µM]
CCc1ccc(Cn2c(CNS(=O)(=O)c3ccc(C)c(C)c3)nc3cccnc32)cc1,u
COc1ccc(C[C@H](NC(=O)[C@@]2(O)C[C@@H](O)[C@H](O)[C@@H](NC(=O)Cc3cccs3)C2)C(N)=O)cc1,17%
O=C(NC1CCN(c2cc(-c3ccc(F)cc3)[nH]n2)C1)c1ccccc1Br (stereo not drawn),u
Cn1cnc2c1c(=O)n(CC(=O)NCc1ccc(OC(F)F)cc1)c(=O)n2C,16%
Cc1cnc(CN2CC3(CCCN(C(=O)c4cscn4)C3)CCC2=O)cn1 (stereo not drawn),u
CN(C)CCn1cc(C(=O)c2cc(Cl)ccc2O)cc1-c1nc2ccccc2c(=O)[nH]1,21%
c1cn(CCN2CCCC2)c(-c2cc3n(n2)CCNC3)n1,-2%
O=C1NCCCCCCN(C(=O)NCc2ccccc2)[C@H]2CCC[C@@H]12,-23%
O=C(NC1CCCC1)c1ccc2c(c1)N(Cc1c(F)cccc1Cl)C(=O)c1ccccc1S2,-12%
O=C(O)c1cccc(C(=O)c2cccc3ccccc23)c1,-6%

# Single entries from the entries so far:
# Cn1cnc2c1c(=O)n(CC(=O)NCc1ccc(OC(F)F)cc1)c(=O)n2C in KDM5B inh = 16%
# O=C(NC1CCCC1)c1ccc2c(c1)N(Cc1c(F)cccc1Cl)C(=O)c1ccccc1S2 in KDM5B inh = -12%
# O=C(O)c1cccc(C(=O)c2cccc3ccccc23)c1 in KDM5B inh = -6%
# CN(Cc1cccnc1)C1CN(C(=O)CCc2nc3ccccc3s2)C1 in KDM5B inh = 8%

# Back to the main list with the three entries that preceded the break.
SMILES,KDM5B inh
O=C1NCCCCCCN(C(=O)NCc2ccccc2)[C@H]2CCC[C@@H]12,-23%
O=C(NC1CCCC1)c1ccc2c(c1)N(Cc1c(F)cccc1Cl)C(=O)c1ccccc1S2,-12%
O=C(O)c1cccc(C(=O)c2cccc3ccccc23)c1,-6%
COc1ccc(C2c3cccn3CCN2S(=O)(=O)c2ccccc2[N+](=O)[O-])cc1OC (stereo not drawn),u
CCC(C(=O)N1CCN(c2cc(Cl)ccc2C)CC1)n1nc(C)n2c(cc3occc32)c1=O (stereo not drawn),u
COc1ccc(C(=O)N2CCC(N3CC4CC(C3)[C@H]3CCCC(=O)N3C4)CC2)c(OC)n1 (stereo partly drawn),u
Cc1ccc2c(=O)cc(C(=O)Nc3c(C(=O)c4ccccc4)oc4ccccc34)oc2c1,11%[11.5 µM]
Cc1ccc2nc(SCC(=O)Nc3sc4c(c3C#N)CCC4)[nH]c2c1,-32%
O=C(Nc1cccc(-c2nnnn2C2CC2)c1)NC1CCCCCC1,48%[activator]
NC(=O)[C@@H]1C[C@H](Oc2cccnc2)CN1C(=O)CC1CCCCC1,-17%
O=C(NCCCc1ccccc1)C1CCN(c2cc(C(F)(F)F)ncn2)CC1,1%
O=C(CCCn1c(=O)[nH]c2ccsc2c1=O)NC1CCCCC1,16%
CC(C)(CC(=O)O)CC(=O)N[C@H]1CO[C@H]2[C@@H]1OC[C@@H]2n1nnnc1-c1ccccc1,-27%[86.2 µM]
Cc1c(Br)c2ccccc2n1CC(=O)NCC(=O)N(C)C,-3%
Cc1cccc(N2CCN(C(=O)C3CCN(S(=O)(=O)c4cccs4)CC3)CC2)c1C,-11%
CCOc1ccc(NC(=O)c2ccc3c(c2)N(C)C2CCCN2C3=O)cc1 (stereo not drawn),-46%
CC[C@@H](NC(C)=O)c1nc(-c2cccnn2)no1,32%
CC(C)Cn1c(Cn2cccn2)nc2cc(NC(=O)c3ccccc3)ccc21,12%
O=C(O)CCNS(=O)(=O)c1ccc(C(=O)/C=C/c2cccc(Cl)c2)cc1,u
N#Cc1c(F)cccc1N1CCC(C#N)CC1,u
Cc1nnc(SCC(=O)N2CCN(c3ncccn3)CC2)n1C1CC1,9%
CCc1ccc(-c2cc(C)no2)cc1S(=O)(=O)Nc1ccc(Cl)cc1,-9%
NC(=O)NCc1ccc(C(=O)NNC(=O)c2c[nH]c3ccccc23)cc1,21%
CCOc1ccc(NC(=O)Cn2c(=O)n(Cc3ccccc3)c(=O)c3sc4ccccc4c32)cc1,19%
CCc1nnc(NC(=O)c2cc(=O)c3cc(Cl)cc(Cl)c3o2)s1,-7%
C[C@@]1(O)CCN(C(=O)c2cc(C(F)(F)F)ccc2Cl)C[C@@H]1O,37%[activator]
CCCCCCCCCNS(=O)(=O)CCC,10%
COc1ccccc1Oc1nc2c(C)cccn2c(=O)c1/C=C(\C#N)c1nc2ccccc2[nH]1,u
Cc1ccccc1-c1cc(=O)c2cc(NC(=O)c3ccco3)ccc2o1,u
CCc1ccc(-n2c(=O)c3c4c(sc3n(Cc3cc(=O)n5c(C)cccc5n3)c2=O)CCC4)cc1,-23%
CCN1c2cc(C(=O)Nc3cccc(Cl)c3)ccc2C(=O)N2CCCCC21 (stereo not drawn),u
O=C(CCc1c[nH]c2ccccc12)OCC(=O)N1CCCCCC1,15%
COC(=O)CNC(=O)C1CCCN1c1nc2ncccc2o1 (stereo not drawn),u
COc1ccc(Cl)cc1NC(=O)/C(C#N)=C/c1coc2ccc(Cl)cc2c1=O,3%
CN(C)NC(=O)c1cccc(Cl)c1,7%
Cc1ccc(S(=O)(=O)N(C)C)cc1NC(=O)CN1CCCC1,-14%
COC(=O)c1cc(N=C(N)N=C(N)N)cc(C(=O)OC)c1,-15%
Cc1nc(NC(=O)CCc2ccc(S(N)(=O)=O)cc2)sc1C,21%
CCCCN(CCCNC(=O)c1cc(Nc2ccc(OC)cc2)nc2ccccc12)Cc1ccccc1,-7%
Cc1nn(CCCC(=O)NCCc2ccc(Cl)cc2)c(=O)c2nn(-c3ccccc3)c(C)c12,-52%
Cc1cccc(N2Cc3c(ncnc3NCc3ccc(C(F)(F)F)cc3)CN(C)C2=O)c1,-22%
CCOC(=O)COc1ccc(CC)cc1C(=O)c1ccn2nc(-c3ccccc3)cc2n1,u
Cc1nc2ccn(Cc3cccs3)c(=O)c2cc1C(=O)N1CCN(c2ccc(F)cc2)CC1,u

# Shown field by field: entries from further up
Oc1c(C(c2ccccc2F)N2CCN(Cc3ccccc3)CC2)sc2nc(-c3ccco3)nn12 (stereo not drawn)
  KDM5B inh = -11%
CCCCn1c(N)c(N(CC)C(=O)c2ccccc2C(F)(F)F)c(=O)[nH]c1=O
  KDM5B inh = 29%
CN(Cc1cccnc1)C1CN(C(=O)CCc2nc3ccccc3s2)C1
  KDM5B inh = 8%
CC(=O)Nc1ccc(S(=O)(=O)N2CCC(n3c(C)nc4cccnc43)CC2)cc1
  KDM5B inh = -14%

# Carrying on:
SMILES,KDM5B inh
C#CCN(CCC(=O)OC)C(C)C,7%
CC1=C/C(=N\Nc2ccccc2Cl)CC1,u
Nc1nnnn1CC(=O)N1CCC2(CCC(=O)N(CC3CCCO3)C2)CC1 (stereo not drawn),9%
COc1coc(C(=O)N2CCOCC2CC(=O)NC2CCCC2)cc1=O (stereo not drawn),26%
COc1cccc(-c2cc(C3CCN(C(=O)Nc4ccc(C)cc4C)CC3)[nH]n2)c1,-26%
Cc1ccccc1Nc1c(-c2cccc(N(C)C)c2)nc2ccc(Br)cn12,-18%
CCOc1ccccc1C(=O)Nc1ccc(OCC)c2ncccc12,-9%
Cc1ccc(Cn2c(CN3CCC(C(=O)NCCc4ccccc4)CC3)cc3ccccc32)cc1,-3%
COc1ccc(-c2nc3scc(CCNS(=O)(=O)c4c(C)noc4C)n3n2)cc1OC,-34%
O=C(CCn1ccc2cc(S(=O)(=O)N3CCCCC3)ccc21)NCCN1CCCCCC1,-22%
COc1cc(CNC(=O)c2ccc3c(c2)CCC(=O)N3)ccn1,-9%
CCOc1cccc(CN2CCCC(COc3ccccc3C(=O)N3CCCCC3)C2)c1 (stereo not drawn),5%
COc1ccccc1Cc1nc2ccccc2nc1SCC(=O)NCc1ccco1,9%
Cc1cc(CC(=O)N2CC[C@@H](NC(=O)c3ccccn3)[C@H](O)C2)on1,-14%
CCc1ccccc1N(C)C(=O)c1cnc(N2CCOCC2)c2ccccc12,u
CC(=O)Nc1ccc(NC(=O)c2c[nH]c3ccccc23)cc1,-8%
CCOc1ccccc1CN1CCC2(CCN(C(=O)c3ccc(C)cc3)CC2)Oc2ccccc21,u
COCCN(C)C[C@@H]1CN(C(=O)c2cnc(SC)nc2)C[C@@H]1CO,2%
CCCCc1nc2ccccc2n1CC(=O)N(COCC)c1c(C)cccc1CC,-27%
O=C(NCC(F)F)C1CN(c2ccc(F)cc2)C(=O)N1 (stereo not drawn),5%[86.2 µM]
Cc1[nH]c2c(F)cccc2c1CC(=O)NC(c1cnn(C)c1)C1CC(O)C1 (stereo not drawn),26%
O=S(=O)(Cc1noc([C@@H]2C[C@@H](O)CN2CC2CC2)n1)c1ccc(F)cc1,-2%[86.2 µM]
CCc1cc2c(=O)c(-c3nncn3-c3ccccc3)coc2cc1OCC(=O)NC(CC)C(=O)O (stereo not drawn),7%
C=CCn1cc(/C=C2\SC(N3CCOCC3)=NC2=O)c2ccccc21,22%
CC1CCCN(S(=O)(=O)c2ccc(NC(=O)c3nc(SC(C)C)ncc3Cl)cc2)C1 (stereo not drawn),u
CCOc1cccc(CNC(=O)C23CCCC=C2N(CCOC)C(=O)CC3)c1 (stereo not drawn),-21%
S=C(NCc1ccccc1Cl)Nc1ccccc1,-13%
Cc1ccc(N(C(=O)CNC(=O)c2ccco2)C(C(=O)NC2CCCCC2)c2ccncc2)c(C)c1 (stereo not drawn),1%
COc1cccc(N2CCN(C(=O)c3cnn(-c4ccccc4Cl)c3C3CCN(C(=O)OC(C)(C)C)CC3)CC2)c1,u
CCOc1ccc(CC(=O)NC2CC(=O)N(c3cccc(F)c3)C2)cc1 (stereo not drawn),1%
Cc1cnc(C(=O)N2CCCCCCn3c(nnc3-c3ccc(F)cc3)CC2)cn1,-40%
COc1cc(OC)c(NC(=O)c2cnc(N3CCCC3)nc2C)cc1Cl,0%
Cc1ccc(C(=O)NC(c2ccccc2)c2ccc(C)c(C)c2)cn1 (stereo not drawn),22%
O=C(NCc1ccccc1)N1CCN2C(=O)N(C3CCOCC3)C[C@H]2C1,-8%[86.2 µM]
COc1ccc(-c2cc(C(C)=O)c(C)n2CCC(=O)Nc2ccc(C(F)(F)F)cc2)cc1,u
CC(C)NC(=O)Cn1ccc2c(Cl)cccc21,-13%
CCCCN(CCCC)CCNC(=O)Cn1nc(C)n2c(cc3sccc32)c1=O,-7%
Cc1cc(N2CCC(c3nccn3Cc3ccccn3)CC2)nc2ccccc12,32µM*
Cc1ccc(CNC(=O)C2CCN(Cc3nc(-c4ccccc4C)oc3C)CC2)cc1,16%
COc1ccc(C(=O)Nc2ccc3c(c2)CN(Cc2cc(F)cc(F)c2)C(=O)C(C)O3)cc1 (stereo not drawn),u

# Random excerpt: three compounds from above
SMILES,KDM5B inh
S=C(NCc1ccccc1Cl)Nc1ccccc1,-13%
O=C(NCc1ccccc1)N1CCN2C(=O)N(C3CCOCC3)C[C@H]2C1,-8%[86.2 µM]
Cc1cnc(C(=O)N2CCCCCCn3c(nnc3-c3ccc(F)cc3)CC2)cn1,-40%

# Carrying on:
SMILES,KDM5B inh
COc1ccc(C)cc1NC(=O)c1cc(-c2ccc(C)o2)nc2ccccc12,u
COCCOc1ccc(C(=O)/C=C/c2cccc(C#N)c2)cc1OC,5%
Cc1[nH]n(C(N)=S)c(=O)c1N=Nc1cccc(C(F)(F)F)c1,u
CCCCCCNc1nc2c(c(=O)[nH]c(=O)n2C)n1Cc1cccc(C)c1,-12%
O=C(c1c(F)cccc1F)N(Cc1ccc2cc[nH]c2c1)C1CC1,-20%
O=C(COCc1cc(-c2ccc3c(c2)OCO3)on1)Nc1cccc(O)c1,u
OC[C@H]1CN(Cc2ccc(-n3ccnc3)cc2)C[C@H]1CN1CCCCC1,6%
O=C(Nc1ccc(-c2noc(-c3ccc(F)cc3)n2)cc1)c1ccc(Br)o1,-11%
COc1ccc(-c2nc(C3CC3)nc3c2CCN(CC2CCCCC2)CC3)cc1,25µM*
COc1ccccc1OC1(C(=O)O)CCN(C(=O)c2ccoc2C)CC1,-20%
Cc1ccc(NC(=O)N2Cc3[nH]cnc3C[C@H]2c2nc(C(C)C)no2)cc1,-29%[86.2 µM]
CN1c2cc(C(=O)NCc3cccc(Cl)c3)ccc2C(=O)N2CCCC21 (stereo not drawn),u
COc1ccc(C2CC(c3ccc(F)cc3)n3nc(NC(=O)c4ccco4)nc3N2)cc1 (stereo not drawn),-52%
COc1ccc(-c2nnc(C[C@@H]3C[C@@H](C(C)C)[C@H](CN(C)CCC#N)C=C3C)o2)cc1,u
O=C(NCCc1ccccc1)c1ccc2c(c1)OCCN(CCC(F)(F)F)C2,-9%[86.2 µM]
CN(C)C[C@@H]1CN(c2ccccn2)C[C@H]1NC(=O)c1cnco1,32µM*
CCc1ccc(Oc2nc3c(C)cccn3c(=O)c2/C=C(\C#N)c2nc3ccccc3[nH]2)cc1,-23%
CCOC(=O)c1c(C)[nH]c(C)c1S(=O)(=O)N1CCC(C(=O)NCc2ccc(N(C)C)cc2)CC1,-3%

# An excerpt (hit frequency here may not be typical).
